# Screening data deposited in PubChem BioAssay by National Center for Advancing Translational Sciences (NCATS).
# UDG counterscr: UDG inhibition counter-screen | FRET deamination/UDG coupled assay, UDG read, 4 h | Potency, µM (highest dose often 115 µM), for the others: top-dose activity change, negative = inhibition, hits mostly inhibitors | actives 0.14% (n = 91,000); note: nearly all actives have a fitted effect of over 65% in size
# AID inhibitor: inhibitors of human activation induced cytidine deaminase; AID deamination FRET fluorescence, UDG-coupled, 4 h; Potency, µM (top dose mostly 115 µM), without a hit: top-dose activity change, negative = inhibition, usual class: inhibitors; AID 1347428; Q9GZX7; actives 0.32% (n = 91,000); note: nearly all actives have a fitted effect of over 25% in size
# Target sequence (Q9GZX7 whole entry, looked up): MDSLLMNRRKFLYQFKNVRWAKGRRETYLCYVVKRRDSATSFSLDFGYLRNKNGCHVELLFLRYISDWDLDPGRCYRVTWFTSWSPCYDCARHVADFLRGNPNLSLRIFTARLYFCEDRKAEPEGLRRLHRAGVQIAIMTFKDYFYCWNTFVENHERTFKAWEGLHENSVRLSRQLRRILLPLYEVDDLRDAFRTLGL
# * marks the source's active call; other numbers are inactive results; ? = inconclusive; [ ] = another dose, or the depositor's remark. Calls come from the whole dose curve; as a rule, active = well fitted curve in the direction sought with a large enough effect; inconclusive = small, poorly fitted or top-dose-only effect, or another doubt; inactive = no such curve, though single readings can be large; an effect the other way counts as inactive or inconclusive. % is set by controls: 0 for no effect and ±100 for the full control effect; potency is the fitted concentration of half-maximal effect. These rows are one share of the data, so the mix of outcomes need not match the whole.
SMILES | UDG counterscr | AID inhibitor
COc1ccc(Cl)cc1NC(=O)CSc1nc(=O)[nH]c2c1CCCC2 | -0.9% | 11.3%
Cc1ccccc1-c1cc(-c2ccccc2C)[nH]n1 | -12.8% | -19.7%
N#CCCN(CCC#N)C(=O)Cc1coc(-c2ccccc2)n1 | -4.3% | -3.3%
C#CCOc1ccc(-c2nnc(Nc3ccc(NC(C)=O)cc3)c3ccccc23)cc1 | ? | 0.8%
N#C/C(=C\c1ccc(-c2ccc(C(=O)O)cc2)o1)c1nc2ccccc2[nH]1 | -14.3% | -17.4%
COc1ccc(CNCCSc2nnnn2-c2ccccc2)c(OC)c1 | 4.7% | 3.6%
COc1ccc(-c2nc(Cn3c(SCc4ccccc4F)nc4cccnc43)c(C)o2)cc1 | -16.1%[57.5 µM] | ?
O=C(COc1ccc(Cl)cc1)OCCCC(=O)c1ccc(F)cc1 | -9.3% | -14.1%
Cc1ccc(C(=O)/C=C\N(C)C)cc1C | -18.3% | -20.1%
N#Cc1ccccc1NC(=O)C(=O)NCCc1csc(-c2ccc(C(F)(F)F)cc2)n1 | -4.4%[57.5 µM] | -9.4%
Cc1ccc(NS(=O)(=O)c2ccc(C(=O)NCC3CCCO3)cc2)cc1C (stereo not drawn) | -1.4% | 0.6%
CCCCN1C(=O)C2(/C(=C(\O)c3ccc(OC)c(C)c3)C(=O)C(=O)N2CCOC)c2ccccc21 (stereo not drawn) | -5.8% | -1.0%
CCC(Sc1nncn2c1cc1occc12)C(=O)Nc1ccc(C)c(Cl)c1 (stereo not drawn) | -29.6% | ?
Cc1ccc(/C=C/C(=O)c2ccc(-c3ccccc3)cc2)c(C)c1 | -7.5% | -10.1%
CCOC(=O)Cc1ccc(NC(=O)N(Cc2ccc(CC)cc2)Cc2cn[nH]c2-c2ccc(OC)cc2)cc1 | -5.5% | 3.8%
COc1ccccc1N1CCN(S(=O)(=O)CCNC(=O)COc2ccc(F)cc2)CC1 | -6.9% | 6.3%
COc1cc(CN2CCCC2c2cc(C(C)C)on2)cc(OC)c1OC (stereo not drawn) | -5.9% | -5.2%
Cc1ccc(CCNc2ncnc3onc(C)c23)cc1 | -8.3% | -7.5%
CCOc1ccccc1N1CC(c2nc3ccccc3n2CCOc2ccc(OC)cc2)CC1=O (stereo not drawn) | -5.7% | -5.5%
COC(=O)c1ccc(OC(=O)c2ccc3c(c2)NC(=O)CS3)cc1 | 1.0% | -2.8%

# Later entries.
SMILES | UDG counterscr | AID inhibitor
Cc1oc(-c2cccc(Br)c2)nc1CN1CCC(C(=O)NCCc2ccc(Cl)cc2)CC1 | 0.0% | 5.4%
O=C(Nc1ccc2c(c1)OCCO2)C(=O)c1c[nH]c2ccc(F)cc12 | -1.1% | -9.1%
Cc1ccc(C2=CC(c3ccccc3F)n3c(nc4ccccc43)N2)cc1C (stereo not drawn) | -2.0%[57.5 µM] | -3.6%[57.5 µM]
O=C(Nc1ccc(Cl)cc1)c1cc(S(=O)(=O)N2CCc3ccccc32)ccc1F | 24.7% | -7.8%
S=c1[nH]c2ccccc2s1 | -8.6% | 2.4%
COc1cccc(C(=O)NCC(O)c2ccc(C)cc2)c1 (stereo not drawn) | -5.0% | -7.3%
CCN(CC(=O)Nc1c(F)cccc1F)C(=O)CCNS(=O)(=O)c1ccc(F)c(F)c1 | -9.8% | 1.0%
COc1ccccc1N1CCN(C(=O)CNS(=O)(=O)c2ccc(Br)s2)CC1 | -8.5% | 15.8%
CCCC(=O)Nc1ccc(-c2csc(NC3CC3)n2)cc1 | -7.9% | 2.5%
COc1cc(CNC(=O)C(C)Oc2ccccc2)ccn1 (stereo not drawn) | 2.8% | -6.2%
CS(=O)(=O)c1ccccc1C(=O)OCc1cccc(F)c1F | 3.7% | -7.3%
COC(=O)[C@@]1(C)CCCC2(C)c3ccc(C(C)C)cc3CCC21 (stereo partly drawn) | -2.5% | -6.0%
COc1ccc(-c2cc(C(=O)OCC(=O)c3c(N)n(C)c(=O)n(C)c3=O)c3ccccc3n2)cc1 | 22.3% | -8.2%
COc1ccc(Oc2coc3cc(OC(=O)c4cccs4)ccc3c2=O)cc1 | -2.4% | -6.0%
CCOC(=O)c1cc(NC(=O)c2cc(Br)cc(C)c2OC)ccc1N1CCOCC1 | -4.5% | -6.5%
CC(=O)Nc1ccc(NC(=O)C(C)OC(=O)c2ccccc2-n2cnnn2)cc1 (stereo not drawn) | -7.4% | 2.8%
Cc1ccc2c(CNC3CCCCC3)c(C(=O)O)n(Cc3ccc(F)cc3)c2c1 | 7.1% | 8.2%
CCN1C(=O)NC(c2ccc(Br)s2)C(C(=O)OC)=C1C (stereo not drawn) | -11.2% | -5.8%
COc1ccc(-c2c(C(=O)O)sc3c2NC(=O)CC32C(=O)Nc3c(C)cccc32)cc1 (stereo not drawn) | 2.0% | 1.4%
Cc1cc(C)n2nc(SCC(=O)Nc3ccccc3C)nc2n1 | 8.7% | 12.6%

# Next part:
SMILES | UDG counterscr | AID inhibitor
COc1ccc(OCC(=O)N2CCC(c3nc4ccccc4s3)CC2)cc1 | -14.4%[57.5 µM] | 4.4%[57.5 µM]
CCOC(=O)C1=C(CN(C)Cc2ccccc2)NC(=O)NC1c1ccc(OC(C)C)cc1 (stereo not drawn) | -15.3% | ?
Cc1ccc(S(=O)(=O)N2CCCc3cc(NC(=O)c4cccc(Cl)c4)ccc32)cc1 | -9.4% | -9.5%
NCc1ccc(C(F)(F)F)cc1 | -6.1% | -4.0%
CC1CCCCN1C(C)CNC(=S)NCc1ccc(F)cc1 (stereo not drawn) | -0.3% | -4.0%
O=C(NC1CCCCCC1)c1nc(-c2ccccc2)n(-c2ccccc2)n1 | -6.9% | -20.1%
CCc1ccccc1N(C)S(=O)(=O)c1ccc2[nH]cc(C(=O)NCCOC)c(=O)c2c1 | 5.8% | -1.7%
Cc1ccc(S(=O)(=O)CC(=O)N2CCN(c3nc4c(F)cccc4s3)CC2)cc1 | -9.3% | ?
CCOC(=O)c1cc(OC(=O)c2cc(OC)c(OC)c(OC)c2)n(-c2ccccc2)n1 | 8.3% | 25.1%
CCOC(=O)c1ccc(S(=O)(=O)N2CCC(C(=O)NCCc3ccccn3)CC2)cc1 | -3.8% | -0.8%
CC1=C(C(=O)Nc2cc(Cl)ccc2C)C(c2sccc2C)n2ncnc2N1 (stereo not drawn) | -2.5% | 0.9%
Cc1ncc(CN)c(N)n1 | -9.9% | 1.1%
CC(C)Cn1c(-c2ccc(S(=O)(=O)N3CCCC3)cc2)csc1=Nc1ccccc1 | ? | 0.0%
COc1ccc(NC(=O)c2cc(C(C)=O)n3ccccc23)cc1 | -0.1% | ?
O=C(CSc1nc(=O)n(Cc2ccccn2)c2c1CCC2)Nc1ccccc1 | -4.0% | ?
O=C(NCc1coc(-c2cccs2)n1)c1ccc(OC(F)F)cc1 | 1.6% | 0.3%
O=C(Cn1c(=O)n(-c2ccc(Cl)cc2)c(=O)c2sc3ccccc3c21)NC1CCCC1 | -0.6% | 1.8%
Cc1nnc(SCC(=O)NC(C)C(C)C)s1 (stereo not drawn) | -6.3% | 3.2%
O=C(N(Cc1cccs1)c1cccc(C(F)(F)F)c1)C12CC3CC(CC(C3)C1)C2 | -0.3% | -17.7%
O=C(Nc1ccc2c(c1)N(C1CCCC1)C(=O)c1ccccc1S2)c1ccc(F)cc1 | 0.0% | ?

# Next section.
smiles,UDG counterscr,AID inhibitor
Cc1cc(C)c(S(=O)(=O)NCCO)c(C)c1,-6.4%,-0.8%
COc1ccc(CCNC(=O)CCCn2c(=O)c3cccn3c3ccc(F)cc32)cc1OC,-8.1%[57.5 µM],-0.8%
CCOc1ccc(NC(=O)C2CCN(S(=O)(=O)c3cc(-c4noc(C)n4)ccc3C)CC2)cc1,1.5%,?
CCOC(=O)C1CCCN(C(=O)Cn2ncc3c(C)n(Cc4ccccc4Cl)c(C)c3c2=O)C1 (stereo not drawn),1.4%,?
CO/N=C(\C(=O)O)c1cn2ccsc2n1,11.7%,13.6%
CCn1cc(C(=O)NCCc2ccc(OC)c(OC)c2)c(=O)c2cc(S(=O)(=O)N(C)C3CCCCC3)ccc21,-22.8%,15.8µM*
O=c1n(Cc2ccc(F)cc2Cl)c2ccccc2c2nc(-c3ccccc3)nn12,-1.3%,4.4%
CCc1ccc(C(=O)COC(=O)C(Cc2c[nH]c3ccccc23)NC(=O)c2ccc(Br)cc2)cc1 (stereo not drawn),?,61.3%[activator]
O=C(CCC1CCCO1)NCC1CC1 (stereo not drawn),4.7%,4.3%
C=C(C)CC(Nc1ccccc1C)c1ccco1 (stereo not drawn),-6.7%,27.1%
Cc1cc(C)c2c(n1)nn1c(C)c(CCC(=O)Nc3ccc(C)c(Cl)c3)c(C)nc21,-7.6%,-3.4%
Cc1ccc(NC(=O)c2cc3cc(Cl)ccc3oc2=O)cc1,-1.6%,1.7%

# New compounds follow:
smiles,UDG counterscr,AID inhibitor
CCc1ccc(OCC(=O)NCc2nc(-c3cccc(C)c3)no2)c(Br)c1,-1.7%,19.2%
Cc1cccc(NC(=O)C2(C#N)C(c3ccccc3)C2(C)C(=O)c2ccc(Cl)cc2)c1 (stereo not drawn),-9.0%,-6.7%
O=C(NCCN1CCN(C(=O)c2ccc(Cl)cc2)CC1)c1ccc(Cl)cc1,-7.5%,-10.2%
CCOC(=O)C1=C(O)c2ccccc2C(=O)/C1=C\c1ccc(CC)cc1,-1.0%,9.1%
CCC(C)C(NC(=O)c1ccc(C(C)C)cc1)C(=O)O (stereo not drawn),-2.5%,-2.1%
COc1ccc(OC)c(/C=C/c2nc3ccccc3[nH]c2=O)c1,-0.4%,8.1%
Cc1cccc(CN2CCC(CNc3ncnc4onc(-c5ccc(Cl)cc5)c34)CC2)c1,-22.2%,20µM*
O=C(CCc1nc(-c2ccccc2F)no1)Nc1cccc(C(F)(F)F)c1,-11.2%,?
COc1ccccc1NC(=O)CSc1nc(-c2ccccc2F)nc2cc(=O)[nH]n12,23.7%,7.6%
CN(CC(=O)NC(=O)NCC(F)(F)F)CC(F)(F)F,7.3%,1.2%
CCC/C=N/NC(=O)CCCC(=O)N/N=C/CCC,-8.2%,-7.8%
CC(C)CCNC(=S)NN,-2.1%,-4.3%

# Next part (5 carried over from the part before).
smiles,UDG counterscr,AID inhibitor
O=C(CCc1nc(-c2ccccc2F)no1)Nc1cccc(C(F)(F)F)c1,-11.2%,?
COc1ccccc1NC(=O)CSc1nc(-c2ccccc2F)nc2cc(=O)[nH]n12,23.7%,7.6%
CN(CC(=O)NC(=O)NCC(F)(F)F)CC(F)(F)F,7.3%,1.2%
CCC/C=N/NC(=O)CCCC(=O)N/N=C/CCC,-8.2%,-7.8%
CC(C)CCNC(=S)NN,-2.1%,-4.3%
O=C(CSc1nc2c(c(=O)[nH]1)CCC2)Nc1ccccc1C(F)(F)F,15.0%,106.1%[activator]
O=C(Nc1ccc(-c2cnc(C3CC3)o2)cc1)c1ccc(F)cc1,-4.6%,1.2%
CCC1CCc2c(sc(N)c2C#N)C1 (stereo not drawn),3.9%,9.5%
Cc1cc(NC(=O)C2CCCN(S(=O)(=O)c3ccc(Br)s3)C2)ccc1Br (stereo not drawn),-19.6%[57.5 µM],22.8%
CC(=O)Nc1nonc1-c1nnc(SCC(=O)Nc2ccc(F)cc2F)n1-c1ccccc1,0.3%,-23.8%
Cc1ccccc1OCC(=O)Nc1ccc(-c2nc3ccccc3o2)cc1,6.6%,14.6%
S=C(NCc1ccccc1)NC1CCCC1,1.1%,-2.8%
CCOc1ccc(-n2nnnc2CNS(=O)(=O)CC)cc1,-2.3%,-8.1%
CCOc1ccc(CNC(=O)CCCn2nc(C)c3c(C)n(-c4ccc(C)cc4)nc3c2=O)cc1,0.5%,4.1%
O=C(CCCSc1nc2ccccc2s1)Nc1ccc(F)c(F)c1F,8.1%,-6.6%
Cc1nc2sc(C#N)c(N)c2c(C)c1CC(=O)c1ccccc1,-2.4%,-10.0%
O=C(NCCc1ccc(F)cc1)C1CCCC1,-4.2%,-5.3%

# Other records:
smiles,UDG counterscr,AID inhibitor
COc1ccc(Br)cc1/C=C/C(=O)Oc1ccc(C2CCCCC2)cc1,6.2%,-1.4%
Cn1ccnc1,-4.5%,1.5%
Cc1cc(N2CCC(C(=O)Nc3ccc(Cl)cc3)CC2)n2nc(C)c(-c3ccc(Cl)cc3)c2n1,2.8%,9.9%
CNCC#CCOc1c(C)cc(C)cc1C,-4.9%,-0.9%
Cc1cccc(NC(=O)N2CC(=O)Nc3sc4c(c3C2c2ccccc2)CCCC4)c1C (stereo not drawn),-4.7%,-19.7%
Cc1ccc(-c2nn(CC(=O)O)c(=O)c3ccccc23)cc1,-4.2%,-8.3%
Cc1cc2nc(-c3cccc(NC(=O)COc4ccc([N+](=O)[O-])cc4)c3)oc2cc1C,-4.2%,5.5%
CCC(=O)N1CCc2cc(S(=O)(=O)NC(CC(C)C)C(=O)NCc3ccc(F)cc3)ccc21 (stereo not drawn),5.8%,-3.1%
O=C(/C=C/c1ccc2ccc(Cl)cc2n1)NC1CCCCC1,-1.8%,4.9%
CC(NC(=O)c1nn(C(C)C)c(=O)c2ccccc12)c1cccs1 (stereo not drawn),-3.8%,-4.8%
N#CCCCCOc1ccc(-c2ccccc2)cc1,-2.5%,-6.9%
CCCCS(=O)CC(O)CSc1nc(-c2ccc(OC)cc2)cc(-c2ccccc2)c1C#N (stereo not drawn),-6.7%[57.5 µM],-3.4%[57.5 µM]
CCOc1ccc(N(C(=O)CC(C)C)S(=O)(=O)c2ccc3c(c2)oc(=O)n3C)cc1,8.4%,1.5%
O=C(NCCCN1CCN(c2cccc(Cl)c2)CC1)c1nnc(Cc2ccc(F)cc2Cl)o1,-11.9%,-4.0%
